PI5P4K alpha inh: inhibitors of human PI5P4K alpha; max response, %; PI5P4Kalpha enzyme, ADP-Glo luminescence, 60 min; active compounds read low; actives 1.2% (n = 330,000); P48426; active = max response of -50% or lower; inconclusive = between -30% and -50%; inactive = -30% or higher; note: value at the top dose of about 77 µM; % is set by controls: 0 for no effect and ±100 for the full control effect
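Reactions run in 0.038 M HEPES pH 7.4, 0.28 mM EGTA, 0.1% CHAPS and 5% DMSO, with PI5P4Kalpha, substrate, compound and 5 microM ATP final, one hour at room temperature. Readout is ADP-Glo luminescence.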
FUS yeast rescue: rescues growth of FUS-expressing yeast; S. cerevisiae FUS-expressing, growth rescue, OD600, 24 h; Potency, µM (series often up to 76.6 µM), inactives show at the top dose growth rescue (activation), hits mostly activators; actives 0.24% (n = 390,000); AID 1347120;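 note: potency is the fitted concentration of half-maximal effect; plate controls were DMSO vehicle for no effect and reference control for full effect; nearly all actives have a fitted effect of over 55% in size; some results filed as inactive show a strong effect at the top dose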
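Restored growth of FUS-toxic S. cerevisiae, read as 600 nm absorbance after 24 h at 30C in galactose medium (starting OD 0.005). Controls CP55940 and DMSO.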
EPAC1 antagonist: EPAC1 (human) antagonism. O95398. EPAC1 GEF assay, Rap1b-BODIPY-GDP exchange fluorescence. Potency, µM (doses to about 115 µM), inactives show at the highest dose activity change, negative = inhibition, hits mostly inhibitors. actives 0.14% (n = 360,000). AID 720709;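 note: potency is the fitted concentration of half-maximal effect; plate controls were vehicle for no effect and positive control for full effect; nearly all actives have a fitted effect of over 50% in size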
IL-2 act: activators of IL-2; IL-2 activation reporter assay, cell-based qHTS; stimulated with anti-CD3/CD4/CD28 beads; in transgenic mouse T cells; activation, % (series mostly up to about 46 µM); actives 0.065% (n = 360,000); AID 652025; in the data active = activation above about 50%; inconclusive = mostly about 30% to 49%; note: 0% is about no effect
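Unstimulated transgenic mouse T cells; 60-min compound exposure; bead-based TCR/CD4/CD28 stimulation; 18 h culture, 37 degrees C; dual fluorescence (EGFP, DsRed) plate cytometry.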
Abeta yeast res: compounds reversing amyloid beta toxicity in yeast | Potency, µM (doses to about 46.1 µM), for inactives: top-dose growth rescue, most hits filed as activators | yeast expressing A-beta42, growth rescue, OD600, 48 h; response scale: 0% DMSO, 100% iron-clioquinol control | AID 1347071 | actives 0.063% (n = 410,000); note: potency is the fitted concentration of half-maximal effect; nearly all actives have a fitted effect of over 55% in size
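Growth rescue measured by 600 nm absorbance after 48 h yeast culture at 30 C with compound. Values normalized between DMSO and an equimolar ferric chloride plus clioquinol control.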
WRN inhibitor: WRN helicase (human) inhibition; WRN helicase unwinding, fluorescent forked duplex, kinetic; Potency, µM (series often up to 114 µM), without a hit: at the highest dose activity change, negative = inhibition, actives largely listed as inhibitors; Q14191; actives 0.46% (n = 360,000); AID 651768; note: potency is the fitted concentration of half-maximal effect; % is set by controls: 0 for no effect and ±100 for the full control effect; nearly all actives have a fitted effect of over 55% in size
Target sequence (Q14191 whole entry, looked up): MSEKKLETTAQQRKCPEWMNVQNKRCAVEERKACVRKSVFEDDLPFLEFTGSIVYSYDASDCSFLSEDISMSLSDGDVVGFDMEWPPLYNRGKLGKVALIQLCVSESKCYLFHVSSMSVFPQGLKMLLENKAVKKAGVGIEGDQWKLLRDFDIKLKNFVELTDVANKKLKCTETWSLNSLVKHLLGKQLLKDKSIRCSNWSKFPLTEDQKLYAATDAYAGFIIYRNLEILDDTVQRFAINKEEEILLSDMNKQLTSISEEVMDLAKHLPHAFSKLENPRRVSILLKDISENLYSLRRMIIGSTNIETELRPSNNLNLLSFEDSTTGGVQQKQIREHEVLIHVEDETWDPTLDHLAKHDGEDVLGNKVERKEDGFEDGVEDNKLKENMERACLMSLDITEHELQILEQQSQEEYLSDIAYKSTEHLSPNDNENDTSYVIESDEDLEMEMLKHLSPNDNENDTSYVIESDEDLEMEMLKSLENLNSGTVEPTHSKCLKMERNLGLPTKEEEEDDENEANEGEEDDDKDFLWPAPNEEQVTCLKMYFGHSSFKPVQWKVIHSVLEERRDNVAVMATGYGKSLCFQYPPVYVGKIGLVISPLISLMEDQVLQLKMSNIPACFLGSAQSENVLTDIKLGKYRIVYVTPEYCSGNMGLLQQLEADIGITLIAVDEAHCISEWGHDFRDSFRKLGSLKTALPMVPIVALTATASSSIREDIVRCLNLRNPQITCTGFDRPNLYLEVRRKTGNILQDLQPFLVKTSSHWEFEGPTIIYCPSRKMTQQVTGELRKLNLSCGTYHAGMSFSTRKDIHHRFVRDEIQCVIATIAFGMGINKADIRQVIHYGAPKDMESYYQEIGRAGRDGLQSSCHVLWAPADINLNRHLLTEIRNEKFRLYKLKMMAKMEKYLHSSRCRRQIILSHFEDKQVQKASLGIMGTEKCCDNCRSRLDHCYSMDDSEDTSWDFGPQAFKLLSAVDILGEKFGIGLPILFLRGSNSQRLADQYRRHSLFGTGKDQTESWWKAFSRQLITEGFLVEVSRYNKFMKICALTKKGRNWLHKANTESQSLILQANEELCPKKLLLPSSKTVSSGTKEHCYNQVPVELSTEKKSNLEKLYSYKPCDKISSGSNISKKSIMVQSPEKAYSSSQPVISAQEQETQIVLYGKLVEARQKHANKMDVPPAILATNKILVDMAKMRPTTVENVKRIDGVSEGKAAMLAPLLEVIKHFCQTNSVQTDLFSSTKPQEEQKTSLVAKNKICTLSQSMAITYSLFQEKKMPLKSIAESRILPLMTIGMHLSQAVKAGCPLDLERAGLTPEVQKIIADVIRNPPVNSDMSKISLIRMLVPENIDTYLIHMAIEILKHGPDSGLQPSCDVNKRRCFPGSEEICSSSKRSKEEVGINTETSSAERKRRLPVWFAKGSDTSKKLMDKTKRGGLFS
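Kinetic fluorescence helicase assay: unwinding of a quenched forked DNA duplex (100 nM final) with 2 mM ATP final raises red fluorescence (525/598 nm). Compounds sat 15 min at room temperature with 20 nM WRN beforehand.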
EPAC1 agonist: activates human EPAC1 exchange factor | EPAC1 agonist qHTS, biochemical assay; response scale: 100% = response to 6.5 mM cAMP | actives 0.073% (n = 360,000) | Potency, µM (doses to about 154 µM), for the others: top-dose activation, hits mostly activators | O95398; note: potency is the fitted concentration of half-maximal effect; nearly all actives have a fitted effect of over 60% in size
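Fluorescent GDP-exchange assay: 100 nM EPAC1 with 250 nM Rap1B preloaded with BODIPY-GDP and 50 uM GDP; compounds tested as concentration series, 5 min at room temperature, then read every 5 min for 30 min (ex 480/em 540 nm); normalized to 6.5 mM cAMP.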
PLK1 PBD inh: blocks phosphopeptide binding to human PLK1 polo-box domain; Plk1 PBD binding of FITC phosphopeptide, fluorescence polarization; Potency, µM, for inactives: max response, negative = inhibition, usual class: inhibitors; actives 2.8% (n = 360,000); AID 720504; note: potency is the fitted concentration of half-maximal effect; series mostly up to about 57 µM; % is set by controls: 0 for no effect and ±100 for the full control effect; nearly all actives have a fitted effect of over 65% in size
* hit, by the source's call; ? = inconclusive; . = no result given; [ ] = remark or other dose. Unless noted, calls come from the whole dose curve; as a rule, active = well fitted curve in the direction sought with a large enough effect; inconclusive = small, poorly fitted or top-dose-only effect, or another doubt; inactive = no such curve, though single readings can be large; an effect the other way counts as inactive or inconclusive. Compounds were not picked by outcome. Share with any hit: about 4.1%.

Below each SMILES: PI5P4K alpha inh, FUS yeast rescue, EPAC1 antagonist, IL-2 act, Abeta yeast res, WRN inhibitor, EPAC1 agonist, PLK1 PBD inh
Cc1cccc(-n2nnnc2SCC(=O)NCCN2C(=O)CSC2=O)c1
  ., 11%, -14%, -0.7, -3%, 2%, 0%, -9%
CC(=O)N1CCC(=NNC(=O)c2cccs2)CC1
  1, ., -10%, -3.3, -11%, -21%, -6%, -12%
C[C@H](CO)N1C[C@H](C)[C@@H](CN(C)S(=O)(=O)c2ccccc2)Oc2c(NC(=O)Nc3ccc(C(F)(F)F)cc3)cccc2C1=O
  7, ?, -21%, -3.2, -6%, -10%, -21%, -6%
CN(Cc1cc([N+](=O)[O-])ccc1Cl)C(=O)C[n+]1ccccc1
  0, -3%, -25%, 1.2, -22%, -3%[57.1 µM], 9%, -1%
CCCc1cc2c(=O)n(NC(=O)c3nn(C)cc3[N+](=O)[O-])c(C)nc2s1
  -5, -18%, 0%, -3.6, -7%, 4%, 0%, -7%
Cc1cc(Cl)c2oc(C(=O)N(C)CCc3cnn(C)c3)c(C)c2c1
  2, -7%, -13%, -1.6, -8%, -10%, -4%, 24µM*
COc1ccc(CCNC(=O)C2CCN(Cc3nc(-c4ccc(Cl)cc4)oc3C)CC2)cc1OC
  -7, 24%, -5%, -1.6, -9%, 5%, -6%, -26%
CCc1nc2ccc(C(=O)Nc3cccc(OC)c3)cn2c1N(CC)CCOC
  5, -15%, 18%, 0.1, -2%, -5%[57.1 µM], -20%, 0%
CCc1ccc(/C=N/Nc2ncnc3nc[nH]c23)cc1
  -56*, 17%, 2%, -0.3, -17%, -24%, -8%, -6%
CC(=O)NC(CC(=O)Nc1nccs1)c1ccccc1 (stereo unspecified)
  -1, 11%, ?, -1.4, -2%, -3%, 3%, -7%
O=C(COC(=O)/C=C/c1cccc([N+](=O)[O-])c1)NCc1ccc2c(c1)OCO2
  -14, 10%, 10%, -0.1, 12%, -2%, 2%, -14%
Cc1ccc2nc3c(cc(C(=O)NCC4CCCO4)c(=N)n3CC3CCCO3)c(=O)n2c1 (stereo unspecified)
  0, 16%, -9%, 0.4, 1%, -3%, 15%, 2%
Cc1cccc(N2CCN(C(=O)Cn3cccc3C(=O)c3ccccc3)CC2)c1C
  ., 31%, -8%, -1.1, -9%, -14%, 11%, 5%
O=C(Nc1ccn(Cc2c(F)c(F)cc(F)c2F)n1)c1ccc(COc2ccccc2Cl)cc1
  ., 34%, -10%, 4.3, 8%, -7%, 10%, -13%
Cc1ccc(NC(=O)CN(C)C(=O)CSc2nnc(NC(C)C)s2)cc1
  4, 11%, -10%, -1.5, -4%, 7%, 8%, -12%
CC1(C)CC2(CCCN(C(=S)Nc3ccccc3)C2)CCO1 (stereo unspecified)
  6, 5%, -2%, 0.2, 24%, ?, 2%, -14%
O=C(NCc1ccccc1)c1ccc2ccccc2n1
  7, -26%, -3%, -0.6, -13%, -2%[57.1 µM], 9%, -10%
CCOC(=O)N1CCN(C(=O)CCCn2c(=S)[nH]c3ccsc3c2=O)CC1
  -7, 3%, -14%, -0.8, 9%, -11%, 6%, -20%
CN1CCN(CCCCOc2cccc3ccccc23)CC1
  -2, 1%, -19%, 0.5, -10%, 7%, -12%, -7%
COc1ccc(NC(=O)C2CCN(S(=O)(=O)c3ccccc3)CC2)cc1
  3, 9%, 4%, 1.5, -19%, 2%, 3%, 0%
CCOc1cc(C2C3=C(CC(C)(C)CC3=O)Nc3n[nH]c(C)c32)ccc1O (stereo unspecified)
  4, -18%, 1%, -1.6, -1%, 8%, -4%, 2%
COc1ccc(-n2ccnc(SCC(=O)NC3CCCC3)c2=O)cc1
  7, -7%, -5%, -2.0, 9%, 8%, 12%, -15%
O=C(Cn1ccc2ccccc2c1=O)NCCC(=O)N1CCN(C(=O)c2ccco2)CC1
  ., 16%, 0%, -3.5, -11%, 4%, 5%, -7%
CN(C)CCOC(=O)/C(=C/c1cn(C)c2ccccc12)NC(=O)c1ccccc1
  -3, -2%, 0%, 0.5, -2%, -22%, 5%, -5%
CCc1nnc2n1N=C(c1ccccc1)CS2
  1, -28%, -3%, -2.3, -18%, 3%, 6%, 2%
O=C(CNC(=O)C1CC(=O)N(c2cccc3ccccc23)C1)Nc1ccccc1Br (stereo unspecified)
  2, 15%, 23%, -0.2, 0%, -2%, -3%, 2%
COc1cccc(/C=C/C(=O)N2CCN(S(=O)(=O)c3ccccc3)CC2)c1OC
  1, 15%, -1%, -3.0, -17%, -2%, -17%, 5%
COc1ccc(CCNS(=O)(=O)c2cn(C)nc2C)cc1
  3, -5%, 13%, 2.4, 10%, 8%, 4%, -12%
Cc1nc(-c2cccs2)sc1C(=O)NN
  1, 14%, -12%, -1.6, -9%, -7%, -1%, -1%
CSc1nsc(SCC(=O)Nc2ccccn2)n1
  5, 1%, -16%, -0.2, -5%, -12%, 0%, -4%

Continuation:
Below each SMILES: PI5P4K alpha inh, FUS yeast rescue, EPAC1 antagonist, IL-2 act, Abeta yeast res, WRN inhibitor, EPAC1 agonist, PLK1 PBD inh
O=C(Nc1ccccc1C(=O)O)c1cccc(S(=O)(=O)Nc2ccc(Br)cc2)c1
  -4, 7%, ?, -0.3, 10%, -16%, 4%, ?
O=C(NCc1ccccc1)C1Cc2c(-c3cccc(F)c3)ccnc2O1 (stereo unspecified)
  2, 0%, 2%, -0.1, -17%, 2%, -12%, 4%
COC(=O)c1ccccc1NC(=O)N1CCN(c2ccc(F)cc2)CC1
  -7, ?, -14%, 1.4, -16%, 5%, 8%, -3%
Cc1ccc(N(C(=O)c2ccccc2Cl)C2=NC(C)CS2)c(C)c1 (stereo unspecified)
  19, 30%, -16%, -1.9, 14%, 1%, 3%, 4%
O=C(c1ccco1)N1CCN(Cc2cn[nH]c2-c2cccc3ccccc23)CC1
  -3, -26%, -6%, -0.2, 5%, 3%, -13%, 2%
O=C(Nc1ccc(O)cc1)c1ccc2c(c1)C(=O)N(Cc1ccccc1)C2=O
  -12, 8%, 3%, -2.3, 9%, -30%, -2%, -4%
C=CCN1C(=O)C2C(C(=O)NC3CCCC3)C3(C)C=CC2(O3)C1C(=O)NC1CCCC1 (stereo unspecified)
  2, 16%, -24%, 0.8, -18%, 8%, 3%, -11%
CCn1c(-c2cc3c(C(F)(F)F)nn(C)c3s2)n[nH]c1=S
  ., 17%, -12%, -4.2, 3%, -5%, 1%, -14%
CC(=O)Nc1ccc(NC(=O)CSc2nc3nc(C)cc(C)c3c(=O)[nH]2)cc1
  -2, 24%, -10%, 0.0, -5%, -8%, 13%, -1%
Cc1c(Cl)cccc1NC(=O)COC(=O)CCc1nc2ccccc2n1-c1ccccc1
  11, ., 5%, -5.2, -10%, -4%, -12%, -6%
CCOC(=O)Cn1c(=O)oc2cc(S(=O)(=O)NCc3cccs3)ccc21
  -3, -16%, 5%, -5.5, 0%, -2%, -14%, 5%
CO/N=C(/CS(=O)Cc1ccccc1Cl)c1ccc(Cl)cc1Cl (stereo unspecified)
  ., ?, -3%, -2.1, -22%, -5%, 13%, -6%
O=C(Cc1csc(-c2ccc(Cl)cc2)n1)Nc1cccc(S(=O)(=O)NC2=NCCC2)c1
  -4, ?, 28%, -0.3, -18%, 6%, -2%, -4%
C=CCNc1cc(C(F)(F)F)nc(-c2ccccn2)n1
  -1, 0%, 6%, -1.7, 24%, -4%, -1%, 0%
CCCCNC(=O)CSc1nc2ccc(Nc3nc(N4CCOCC4)nc(N4CCOCC4)n3)cc2s1
  -1, ?, ?, -0.9, 9%, -4%, -7%, -19%
CCOc1ccccc1NC(=O)Cn1nnc(C(=O)Nc2ccc(C)cc2)c1N
  3, 24%, 10%, -0.9, -7%, -11%, 3%, -5%
Cc1cnc(C(=O)OCC(=O)c2c(N)n(CC(C)C)c(=O)n(C)c2=O)cn1
  -3, 24%, 1%, 0.0, -9%, -3%, ?, -7%
CCN(CC)C(=O)c1ccccc1NC(=O)CN1C(=O)c2ccccc2S1(=O)=O
  -10, -6%, ?, -0.8, -24%, 5%[57.1 µM], 1%, -13%
CC(C)(C)NC(=O)NC(=O)CSc1ccc(S(=O)(=O)N2CCOCC2)cn1
  -5, -11%, 17%, 0.2, 17%, 5%, 7%, ?
CN1CC(=O)N(CC(=O)N2CCC(Cc3ccccc3)CC2)C1=O
  -4, 22%, 7%, -1.5, -3%, 6%, 5%, -14%
COCCN(C(=O)CSCc1ccc(C)cc1)c1c(N)n(CC(C)C)c(=O)[nH]c1=O
  6, -8%, 8%, 0.5, 1%, 1%, 17%, -8%
N#CCCn1c(-c2nonc2NC(=O)c2ccccc2Cl)nc2ccccc21
  ., 19%, 1%, -0.2, 13%, -6%, 2%, -4%
CC(C)=CCn1c2ccc(NC(=O)Nc3ccc(N(C)C)cc3)cc2c(=O)n1C
  -25, 13%, -8%, -0.2, 9%, -8%, 1%, -5%
O=C(NNc1ccc([N+](=O)[O-])cc1)c1ccco1
  6, 16%, 5%, -2.8, 1%, 8%, -5%, -4%
Cn1nnnc1SCCNCc1ccccc1OCc1ccc(F)cc1
  3, -13%, -7%, -0.7, -5%, 2%, 1%, -5%
CCOC(=O)N1CCN(C(=O)C[C@@H]2C[C@@]3(C(=O)OCC)CCCC=C3N(Cc3ccc4c(c3)OCO4)C2=O)CC1
  3, 32%, -18%, 0.6, -7%, -5%, 8%, -10%
Cn1c2ccccc2c2c(C(=O)NCc3ccco3)cn(C3CCCCC3)c(=O)c21
  -28, 20%, 10%, 0.7, -7%, -35%, 5%, ?
O=C(c1ccco1)n1nc(-c2ccccc2)nc1NCc1ccco1
  -1, -9%, -14%, -0.6, 8%, -17%, 6%, 30µM*
CN1CCc2c(sc3c2C(=O)NC(c2ccccn2)N3)C1 (stereo unspecified)
  ., 33%, 12%, 0.4, -12%, -10%, 7%, ?
COc1cc(C(=O)NCc2cccc(Cl)c2)ccc1OCC(=O)N1CCOCC1
  -2, -1%, -5%, -0.8, 16%, -11%, -7%, 1%
COc1ccc(CCNC(=O)CSc2nc3[nH]ncc3c(=O)n2-c2ccc(Cl)cc2Cl)cc1OC
  1, 13%, -8%, -0.3, 6%, -1%, 7%, 4%
O=C(O)C1(c2ccccc2)CCN(S(=O)(=O)c2cccc(Cl)c2)CC1
  -1, 23%, 11%, 0.5, 26%, 3%, 5%, -9%
